TTR transcr act: increases transthyretin transcription; SH-SY5Y TTR promoter Gaussia luciferase, luminescence; 100% = recombinant luciferase protein wells; activation, % at 16.7 µM; 1.3% of 92,000 active;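 active = activation above the mean of all tested compounds plus 3 SD, cut at about 9.5% in these data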;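 also: cells exposed to compounds for one day before reading; 0% = median of all test compound wells on the plate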
The depositor's hits bear a star.

mol | TTR transcr act
CN(c1ccccc1)S(=O)(=O)c1ccc(Cl)c(C(=O)Nc2ccncc2)c1 | 1.0
CCOC(=O)CNC(=O)c1cn(C)c(=O)c2cc(OC)c(OC)cc12 | 1.9
COc1ccc2c(c1)OC(O)(C(F)(F)C(F)F)CC2=O (configuration not stated) | -1.9
CCCC(C(=O)Nc1cc(S(=O)(=O)N2CCOCC2)ccc1OC)c1ccccc1 (configuration not stated) | 0.6
CN(C)S(=O)(=O)Oc1ccccc1C(=O)Nc1ccc(F)cc1 | -0.4
CC1CCCCN1C(=O)c1cc(F)c(F)cc1Cl (configuration not stated) | -0.4
O=C(Nc1ccccc1)C1=C[C@@H](c2coc3ccccc3c2=O)C[C@@H](OCCCCO)O1 | 1.7
CC1Cc2ccccc2N1S(=O)(=O)c1cccc(C(=O)NCC(c2ccco2)N2CCCC2)c1 (configuration not stated) | -1.9
O=C(/C=C/c1ccccc1)Nc1cccc(C(=O)NCCCc2ccccc2)c1 | -2.5
CCn1c(C)nnc1SCC(=O)Nc1ccccc1Cl | 0.1
O=C(Cn1cc(COc2c(Br)cc(F)cc2Br)nn1)c1ccc(O)cc1 | -0.5
CS(=O)(=O)c1[nH]nc(-c2ccccc2)c1C#N | 0.3
COc1ccc(/C=C(/NC(=O)c2ccccc2Cl)C(=O)O)cc1 | -0.8
COc1ccc(Cc2nnc(NC(=O)c3cccs3)s2)cc1OC | 15*
CC(NC(=O)/C=C/c1ccccc1)c1ccccc1 (configuration not stated) | 1.2
O=C(Nc1nnc(COc2ccc(Br)cc2)s1)c1ccco1 | 0.5
CSc1nccc(N2CCN(c3ccc(F)cc3)CC2)n1 | -2.2
CC1=CC2=NC(=O)C(c3ccccc3)C(=O)N2C=C1 (configuration not stated) | -1.3
O=C(O)COc1ccccc1/C=N/NC(=O)CSc1nnc(SCc2ccc(Cl)cc2)s1 | 2.3
Cc1ccc(C2/C(=C(\O)c3c(C)nc4c(C)cccn34)C(=O)C(=O)N2CCN(C)C)o1 (configuration not stated) | -0.9

(cont.)
mol | TTR transcr act
CCC(Sc1nc2n[nH]c(C)c2c(=N)n1-c1cccc(Cl)c1)C(=O)NCCOC (configuration not stated) | 0.8
Cn1[nH]c(C(F)(F)F)c(C=NCc2ccc(Cl)cc2)c1=O | 1.6
Cc1ccc(S(=O)(=O)N2CCOCC2)cc1C(=O)N1CCc2ccccc21 | -1.4
Cc1ccc(C(=O)C[n+]2cc(Br)cc(Br)c2)cc1 | 0.3
COc1ccc(NC(=O)CNc2ccccc2N2CCCC2=O)cc1S(=O)(=O)N1CCOCC1 | 0.4
COc1cccc(C(=O)Nc2ccc3c(c2)C(=O)NC3=O)c1 | -0.4
COC(=O)c1nccnc1C(=O)Nc1ccccc1N1CCOCC1 | -0.1
O=C(Cc1cccs1)N/N=C/c1ccccn1 | 15*
[O-][n+]1onc2c1CCC1N(O)C(c3ccccc3)CC21O (configuration not stated) | 3.4
CSc1cccc(NS(=O)(=O)c2cccc3nsnc23)c1 | -2.0
O=C(COC(=O)/C=C/c1ccc(Cl)cc1)NC1CCCC1 | 3.0
CC(OC(=O)c1cccs1)C(=O)Nc1nc(-c2ccccc2)cs1 (configuration not stated) | 3.6
O=C(Cc1ccccc1)Nc1ccc(F)cc1 | 6.3
COc1ccc(CCNC(=O)CSc2nnc3ccc(-c4ccccn4)nn23)cc1 | 1.6
CCc1cc2c(=O)n(CCC(C)C)c(=S)[nH]c2s1 | -1.4
COc1ccc(OC)c(CN2CCCC(C(=O)c3ccccc3SC)C2)c1 (configuration not stated) | -0.8
O=C(c1n[nH]c(=O)c2ccccc12)N1CCN(c2ccccc2Cl)CC1 | 0.5
CC(C)CC(=O)NC(=S)Nc1ccc(Cl)cn1 | -0.7
COc1cc(C(C)=O)ccc1OCC(=O)Nc1ccccc1N1CCCC1 | -0.2
O=C1CSC(=S)N1Nc1ccccc1 | 0.1

15 of the compounds above, with the structure last:
TTR transcr act	Compound
-1.4	Cc1ccc(S(=O)(=O)N2CCOCC2)cc1C(=O)N1CCc2ccccc21
0.3	Cc1ccc(C(=O)C[n+]2cc(Br)cc(Br)c2)cc1
0.4	COc1ccc(NC(=O)CNc2ccccc2N2CCCC2=O)cc1S(=O)(=O)N1CCOCC1
-0.4	COc1cccc(C(=O)Nc2ccc3c(c2)C(=O)NC3=O)c1
-0.1	COC(=O)c1nccnc1C(=O)Nc1ccccc1N1CCOCC1
15*	O=C(Cc1cccs1)N/N=C/c1ccccn1
3.4	[O-][n+]1onc2c1CCC1N(O)C(c3ccccc3)CC21O (configuration not stated)
-2.0	CSc1cccc(NS(=O)(=O)c2cccc3nsnc23)c1
3.0	O=C(COC(=O)/C=C/c1ccc(Cl)cc1)NC1CCCC1
3.6	CC(OC(=O)c1cccs1)C(=O)Nc1nc(-c2ccccc2)cs1 (configuration not stated)
6.3	O=C(Cc1ccccc1)Nc1ccc(F)cc1
1.6	COc1ccc(CCNC(=O)CSc2nnc3ccc(-c4ccccn4)nn23)cc1
-1.4	CCc1cc2c(=O)n(CCC(C)C)c(=S)[nH]c2s1
-0.8	COc1ccc(OC)c(CN2CCCC(C(=O)c3ccccc3SC)C2)c1 (configuration not stated)
0.5	O=C(c1n[nH]c(=O)c2ccccc12)N1CCN(c2ccccc2Cl)CC1

Following part:
mol | TTR transcr act
CN1C(=O)/C(=C/c2coc3ccc(O)cc3c2=O)SC1=S | 4.6
CNC(C)C(=O)NC(C(=O)N1CCCC1C(=O)Nc1ccc2ncccc2c1)C(C)C (configuration not stated) | 5.6
Cc1ccc(OCc2cccc(S(=O)(=O)N(C)C)c2)c([N+](=O)[O-])n1 | 0.8
O=[N+]([O-])c1ccc(COc2ccccc2CN2CCOCC2)cc1 | -3.2
Cc1ccccc1C(=O)/C=C1/c2ccccc2CC(C)(C)N1C | -1.7
CCC(C)NS(=O)(=O)c1ccc(NS(=O)(=O)c2ccc(F)cc2)cc1 (configuration not stated) | -0.5
OCC1C2c3ccccc3C(c3ccccc32)C1CO (configuration not stated) | -0.4
CCOc1ccc(OCc2ccc(C(=O)N(C)c3ccccc3)o2)cc1 | 0.2
COc1ccc2ccc(OC)c(/C=N/n3cnnc3)c2c1 | -0.1
CN(CCc1ccccc1)C(=O)c1ccc(NC(=O)Cc2cccc(NC(=O)C3CCN(C(=O)C4CCCCC4)CC3)c2)cc1 | 11*
Cc1nn(CC(=O)Nc2cccc(O)c2)c(=O)c2ccccc12 | -1.3
C=CCN1C(=O)c2oc3ccccc3c(=O)c2C1c1ccc(O)c(OC)c1 (configuration not stated) | -0.4
C=CCc1cc(C)ccc1OCCOCCN1CCN(C)CC1 | 2.6
COc1ccc(-c2c[n+]3c(n2-c2ccccc2)CCCCC3)cc1 | -2.3
O=C(CN1CCN(c2ccc(O)cc2)CC1)N1CCc2ccccc21 | -1.5
CCCCNC(=O)CSc1nnc(Cc2ccccc2)n1CC | 0.1
Cc1ccc2nc(SCC(=O)Nc3nonc3C)[nH]c2c1 | 10*
COc1ccc(NS(=O)(=O)c2cccc(C(=O)N/N=C/c3ccc4c(c3)OCCO4)c2)cc1 | 1.8
COc1ccc(-c2cc(C(=O)N3CCN(c4ccccc4)CC3)c3ccccc3n2)cc1 | -2.3
CCCc1cc(=O)[nH]c(Nc2ccc(N3CCCCC3)cc2)n1 | -0.3

Two neighbouring entries already listed:
mol | TTR transcr act
CN(CCc1ccccc1)C(=O)c1ccc(NC(=O)Cc2cccc(NC(=O)C3CCN(C(=O)C4CCCCC4)CC3)c2)cc1 | 11*
Cc1nn(CC(=O)Nc2cccc(O)c2)c(=O)c2ccccc12 | -1.3

Next section.
mol | TTR transcr act
CCCCn1nnnc1SCC(=O)N1CCOCC1 | -1.6
Fc1ccc(-c2ccc(/C=N\n3cnnc3)o2)cc1Cl | -1.5
O=C(Nc1cccc(F)c1)C1CCN(S(=O)(=O)c2cnc[nH]2)CC1 | -1.3
CNc1cncc(-c2ccccc2CO)n1 | 4.8
CCN(CC)C(=O)c1sc(NC(=O)c2ccoc2C)c(C(=O)OC)c1C | 2.4
CNC(=O)NC(=O)C(C)OC(=O)CCCc1nc2ccccc2s1 (configuration not stated) | 1.5
O=C(O)CC1CCS(=O)(=O)C1 (configuration not stated) | -0.9
CCOc1ccc(C(=O)c2cc([N+](=O)[O-])ccc2N2CCOCC2)cc1 | -0.6
COc1ccc2c(c1)C(=C(C#N)C#N)C(=O)N2CCc1ccccc1 | 3.5
COc1ccccc1S(=O)(=O)Cc1ccc(C(=O)NCC2CCCO2)o1 (configuration not stated) | 0.3
COC(=O)c1cc(S(=O)(=O)NCc2ccc(Br)cc2)c[nH]1 | 0.5
O=C(NC1CCCC1)c1cccc(Cl)c1 | -1.4
Cc1cc(=O)[nH]c(N/N=C/c2c(O)n(-c3ccccc3)c(=O)c3ccccc23)n1 | 2.4
CCCNCc1cc(OC)c(OCCC)cc1Cl | -0.1
Cc1cc(C)c(OCCCCn2cnc3ccccc3c2=O)c(C)c1 | 1.6
O=C(COC(=O)CC12CC3CC(CC(C3)C1)C2)Nc1cccnc1Cl | -1.4
Clc1ccc(C2=C3CCCCn4c(-c5ccccc5)c[n+](c43)C2)cc1 | -1.5
COc1ccc(NC(=O)CCN2CCN(S(=O)(=O)c3cc(Cl)ccc3OC)CC2)cc1 | 1.4
O=C(C1CCN(S(=O)(=O)c2ccc(Cl)cc2)CC1)N1CCOCC1 | -0.1
CC(C)C1(C2CCCC2)NC(=O)NC1=O (configuration not stated) | 3.2

Carrying on:
compound | TTR transcr act
O=c1oc2ccccc2c2c1C(c1ccc(Cl)cc1)Nc1ccc3ccccc3c1-2 (configuration not stated) | -1.8
Cc1ccccc1/C=N/Nc1ncnc2nc[nH]c12 | 0.5
Cc1cc(C(=O)NN=C2CC(=O)CC(C)(C)C2)c(C)o1 | 2.2
CCOC(=O)C1CCN(C(=O)C2CCN(S(=O)(=O)CC)CC2)CC1 | -0.7
CCN(CC)C(=O)CSc1nc(-c2cccs2)cc(-c2cccs2)c1C#N | -2.7
Cc1ccccc1CNC(=O)Cc1cccs1 | 1.6
COc1ccc(/C=N/Nc2cc(C)nc(N3CCOCC3)n2)cc1 | 4.1
CCN(C[C@H]1N[C@@](C)(C(=O)OC)[C@H]2C(=O)N(Cc3ccccc3)C(=O)[C@@H]12)C(=O)Nc1ccc(Cl)cc1 | -1.1
O=C(CN1CCN(c2ccccn2)CC1)NCCc1ccccc1 | 2.4
CC(C)COC(=O)n1c(=O)oc2cc(S(=O)(=O)N3CCCCC3)ccc21 | -1.4
COC(=O)[C@]12CCCCC=C1N(Cc1ccc(OC)cc1)C(=O)[C@@H]2CC(=O)NCC1CCCCC1 | -1.3
Cc1cc2oc3c(c(=O)c2cc1C)C(c1ccc(F)cc1)N(CCCN1CCOCC1)C3=O (configuration not stated) | -0.1
Cc1ccc(C(C)C)c(OCCN2C(=O)NC(C)(C)C2=O)c1 | 1.1
CCC(C)CNC(=O)c1[nH]c(C(F)(F)F)nc1-c1ccccc1 (configuration not stated) | 0.8
COc1ccc(NC(=O)CC2C(=O)NCCN2C(=O)c2ccc(Cl)cc2)cc1 (configuration not stated) | 6.6
c1ccc(N2CCN(Cc3ccnc4ccccc34)CC2)cc1 | -1.1
CCn1cnnc1SCC(=O)Nc1ccccc1C(=O)NC1CC1 | 0.0
CCOC(=O)c1cc2cc(OC)ccc2n1C1CCN(CCc2ccccc2)CC1 | 1.3
Cc1ccc(O)c(CNc2ccc(S(=O)(=O)Nc3nccs3)cc2)c1 | 0.6
Cc1ccsc1CN(C)C(=O)C(NC(=O)c1cccc(S(=O)(=O)N2CCOCC2)c1)C(C)C (configuration not stated) | 2.2
COc1ccc(CCn2c(C)nc3ccccc3c2=O)cc1OC | 0.5
CSC1=C(C#N)C(c2ccc(C(C)C)cc2)CC(=O)N1 (configuration not stated) | -0.4
COc1cc(C2c3cc4c(cc3OC(N3CCOCC3)C2C)OCO4)cc(OC)c1OC(C)=O (configuration not stated) | -1.9
CCC1(CC)C(=O)NC(=O)NC1=S | -0.6
O=C(Nc1cnc2ccccc2c1)c1cccnc1 | 1.8

Carrying on:
compound | TTR transcr act
O=C(c1[nH]c(C(F)(F)F)nc1-c1ccccc1)N1CCN(c2ccccc2)CC1 | 3.4
Cc1ccc(C(=O)NCCc2nnc3c(C(F)(F)F)cc(Cl)cn23)o1 | -0.8
CCc1ccc(C(=O)COC(=O)CNC(=O)c2cccs2)cc1 | 0.3
CCc1nc2c(OCc3ccc(Cl)cc3)cccn2c1N(C)C(=O)c1cccs1 | -0.3
CCN1CCN(C(=S)NCc2ccc(C)cc2)CC1 | -1.7
O=C(Nc1ccc(N2C(=O)CC(c3ccccc3)C2=O)c(Cl)c1)c1ccccn1 (configuration not stated) | 38*
O=C(CC1Sc2ccccc2NC1=O)NNc1ccc(F)cc1 (configuration not stated) | 0.0
CN(C)CCCC(=O)c1ccc2c(c1)OCO2 | -1.4
C=CCOc1ccccc1/C=c1\sc2nc(-c3oc4ccccc4c3C)nn2c1=O | 0.1
Cc1cc(C)c2c(n1)nn1c(C)c(CCC(=O)NCc3ccco3)c(C)nc21 | 5.5
CC(C)(C)c1ccc(C2=NC(=O)C(CC(=O)O)S2)cc1 (configuration not stated) | 0.8
Cc1ccc(C2CC(=O)C(C=NCCN3CCN(CC(=O)Nc4cc(C)cc(C)c4)CC3)=C(O)C2)cc1 (configuration not stated) | -0.3
CC(Cc1cccs1)NC(=O)CCCn1nnnc1CN1CCOCC1 (configuration not stated) | -0.2
O=[N+]([O-])c1ccc(/C=N/N=C/c2ccc([N+](=O)[O-])o2)o1 | -6.3
CC1=C(C(=O)N2CCOCC2)CC(CC(=O)NCCc2ccccn2)C(=O)N1Cc1ccccc1 (configuration not stated) | -0.1
CC(C(=O)N/N=C/c1ccc(N(C)C)c(Br)c1)N(c1ccccc1)S(C)(=O)=O (configuration not stated) | -0.1
O=[N+]([O-])c1ccc(Sc2ncc3ccccn23)nc1 | 1.1
Cc1ccc(S(=O)(=O)N/N=C2/CC(c3ccccc3)Oc3ccccc32)cc1 (configuration not stated) | 1.6

Screening data: PubChem BioAssay, The Scripps Research Institute Molecular Screening Center

Not all compounds are listed; rates above refer to the full screens.
